TRHR PAM = allosteric enhancers of human TRH receptor. enhancement, % at 2 µM. P34981. hit rate 0.66% among 360,000. TRHR cells, fluo-8 calcium fluorescence, EC20 TRH enhancement; in the data active means enhancement above about 30%; further: 0% is about no effect
Target sequence (P34981 whole entry, looked up): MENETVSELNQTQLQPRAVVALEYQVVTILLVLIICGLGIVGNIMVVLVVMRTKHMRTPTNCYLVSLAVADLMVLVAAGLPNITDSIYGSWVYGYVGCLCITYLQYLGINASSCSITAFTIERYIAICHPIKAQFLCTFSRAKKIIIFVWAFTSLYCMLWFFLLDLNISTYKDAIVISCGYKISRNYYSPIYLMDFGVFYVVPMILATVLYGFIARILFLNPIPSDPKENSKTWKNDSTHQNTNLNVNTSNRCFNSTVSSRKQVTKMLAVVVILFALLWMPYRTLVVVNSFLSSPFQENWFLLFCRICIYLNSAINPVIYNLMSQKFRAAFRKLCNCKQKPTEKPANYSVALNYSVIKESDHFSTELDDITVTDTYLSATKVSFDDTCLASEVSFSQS
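Enhancer read-out: after compound pinning and an initial kinetic agonist-mode read, an EC20 of TRH (10 nM final) was injected and fluo-8 calcium signal (Ex 480/Em 530) followed at 1 s/cycle for 100 cycles in TRHR-expressing cells.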
RXFP1 antagonist = RXFP1 (human) relaxin receptor antagonism; HEK293-RXFP1, relaxin-stimulated cAMP HTRF, 30 min; hits give low values; activity change, negative = inhibition, % at 57.5 µM; hit rate 0.59% among 350,000; AID 1259400;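 active means activity change of -60% or lower, but not beyond a set lower limit; inconclusive means change between -60% and -40%, or beyond the set limit; inactive means change above -40%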; further: on the % scale 0 is the no-effect control and ±100 the full control effect
D1 antag = blocks dopamine activation of the human D1 receptor; HEK293 TREx D1 cells, calcium flux, dopamine EC80; hits give low values; P21728; AID 504652; activity change, negative = inhibition, % at 10 µM; hit rate 3.2% among 360,000; in the data active means activity change below about -30%; further: on the % scale 0 is the no-effect control and ±100 the full control effect
Target sequence (P21728 whole entry, looked up): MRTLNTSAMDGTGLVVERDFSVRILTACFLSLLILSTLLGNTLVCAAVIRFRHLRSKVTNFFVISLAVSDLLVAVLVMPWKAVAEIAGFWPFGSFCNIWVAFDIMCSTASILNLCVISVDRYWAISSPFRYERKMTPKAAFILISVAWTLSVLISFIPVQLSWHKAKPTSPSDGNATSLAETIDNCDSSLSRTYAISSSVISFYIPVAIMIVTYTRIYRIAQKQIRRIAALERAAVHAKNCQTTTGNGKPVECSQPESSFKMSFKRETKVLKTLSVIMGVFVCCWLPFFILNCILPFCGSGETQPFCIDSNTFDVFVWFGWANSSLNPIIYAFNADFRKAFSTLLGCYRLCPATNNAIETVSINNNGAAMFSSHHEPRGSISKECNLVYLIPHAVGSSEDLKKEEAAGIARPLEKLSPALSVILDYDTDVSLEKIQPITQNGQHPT
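Compound effects on dopamine-evoked calcium signalling were measured in tetracycline-induced HEK293 Trex D1 cells. Dopamine at EC80 followed a 180 s compound pre-read, and fluorescence was tracked kinetically for 180 s more.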
D2 ag = activates the human D2 dopamine receptor. HEK293 T-REx D2 cells, calcium flux agonist mode. P14416. activation, % at 2 µM. hit rate 0.53% among 340,000;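 active means activation over 3 SD above normal in the single-dose calcium agonist read, cut at about 30% in these data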; further: 0% is about no effect
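Tetracycline-induced HEK293 Trex cells with D2 receptor force-coupled to calcium signaling, plated overnight at 30 C and loaded with no-wash calcium dye. Calcium flux read kinetically for 180 s after compound addition; responses flag agonists.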
D1 ag = activates the human D1 dopamine receptor; AID 504660; HEK293 T-REx D1 cells, calcium flux, agonist mode; hit rate 1% among 360,000; activation, % at 2 µM; P21728; further: 0% is about no effect
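Agonism was scored from calcium flux recorded over 180 s (1 read/s) after pintool compound addition, following a 10-cycle baseline. Cells were inducible force-coupled HEK293 TREx D1, plated overnight at 30 C and loaded with no-wash calcium dye.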
TRHR ag = agonists of human TRH receptor | P34981 | AID 493084 | TRHR cells, calcium flux fluo-8, FDSS agonist mode | hit rate 0.18% among 360,000 | activation, % at 2 µM; further: 0% is about no effect
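Steps: seed TRHR cells overnight; add fluo-8 no-wash Ca dye, RT 30 min–1.5 h; record 10 s baseline; pin-transfer compounds; monitor fluorescence 1 cycle/s for the agonist window. Calcium increases flag candidate agonists.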
D2 potentiator = D2 dopamine receptor (human) potentiation | P14416 | HEK293 T-REx D2, calcium flux, EC20 dopamine potentiation | potentiation, % at 10 µM | hit rate 0.34% among 340,000;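 active means potentiation over 3 SD above the plate norm, cut at about 30% in these data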; further: 0% is about no effect
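Tetracycline-induced Hek293 Trex D2 cells, force-coupled to calcium, loaded with no-wash calcium dye. Compound added with 180 s kinetic read for agonism, then EC20 dopamine and a further 180 s read for potentiation.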
D2 antag = antagonizes the human D2 dopamine receptor; HEK293 TREx D2 cells, calcium flux, dopamine EC80; inhibition, % at 10 µM; hit rate 2% among 340,000; AID 485344; in the data active means inhibition above about 30%; further: 0% is about no effect
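Tetracycline-induced HEK293 TREx cells expressing D2 receptor forced-coupled to calcium signalling, loaded with no-wash calcium dye. Compounds added and calcium flux read 180 s, then dopamine added at EC80 and read a further 180 s.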
D1 potentiator = potentiators of human D1 dopamine receptor | AID 504651 | HEK293 TREx D1 cells, calcium flux, dopamine EC20 potentiation | potentiation, % at 10 µM | P21728 | hit rate 0.036% among 360,000; in the data active means potentiation above about 30%; further: 0% is about no effect
* marks the source's active call; other numbers are inactive results; ? = inconclusive; / = not tested or not shown; & = joins results of further samples. Unless noted, no stated cut-off is given here; in the data, active means activation above about 30%; inactive means the rest.

SMILES | TRHR PAM | RXFP1 antagonist | D1 antag | D2 ag | D1 ag | TRHR ag | D2 potentiator | D2 antag | D1 potentiator
CC1CCc2c(nc3ncnn3c2N2CCN(c3ccccc3F)CC2)C1 (centres undefined) | -7 | 0 | -7 | -0.4 | 1 | -0.7 | -2 | -3 | -3
CN1CC(=O)N2Cc3[nH]c4ccccc4c3C[C@H]2C1=O | 7 | -13 | 5 | 0.0 | 5 | 0.7 | -1 | 9 | -4
CCOc1cccc2cc(S(=O)(=O)c3ccccc3F)c(=O)oc12 | -11 | / | 1 | 0.2 | 2 | 0.0 | -3 | / | 2
COc1ccc(C(=O)N2CCC(C(=O)Nc3cccc(C)c3)CC2)cc1OC | 6 | 4 | -4 | -0.2 | 0 | -0.2 | -2 | 5 | -3
COc1ccccc1-n1c(SCC(=O)Nc2ccc3c(c2)OCO3)nc2c(c1=O)SCC2 | -4 | 7 | 4 | -0.3 | 3 | -0.1 | 0 | 27 | -3
Cc1ccc(C(=O)Cc2ccccc2)o1 | -3 | / | 8 | -0.2 | 0 | 0.2 | 12 | -15 | -5
Cc1ccc2nc(N3C(=O)C(O)=C(C(=O)c4ccc(C)o4)C3c3ccco3)sc2c1 (centres undefined) | -8 | -21 | -2 | -0.1 | 7 | 0.4 | 17 | 31* | 2
CC(NC(=O)c1ccccc1F)c1cccc2ccccc12 (centres undefined) | -7 | / | -19 | -2.0 | 5 | -0.2 | -1 | 10 | 0
CCCOc1ccc(C2c3c(oc4ccccc4c3=O)C(=O)N2c2ccc(C)cn2)cc1OCC (centres undefined) | 5 | -10 | -3 | 0.1 | -2 | 0.3 | 6 | / | -2
Cc1ccccc1Cn1ccn(-c2ccc(F)c(F)c2)c(=O)c1=O | -5 | 6 | 10 | 0.0 | 6 | -0.1 | 5 | / | -2
CC/C(=N/Nc1cccc(Cl)c1)c1cnnc(SC)n1 | 7 | -5 | -37* | 0.6 | 1 | 0.8 | 15 | -6 | -10
COc1ccc(NC(=O)c2cc3c(s2)CCC3)cc1S(=O)(=O)N1CCOCC1 | 12 | -22 | 1 | -0.1 | 1 | -0.1 | 1 | -2 | -3
Cc1cccc(NC(=O)CSc2cn(CC(=O)N3CCCCCC3)c3ccccc23)c1 | 2 | 0 | 7 | -1.6 | 1 | -1.7 | 1 | / | -2
O=C(NCCN1CCN(S(=O)(=O)c2ccccc2)CC1)C(=O)Nc1ccc(F)cc1 | 29 | -12 | -2 | / | 5 | 0.2 | / | / | -8
c1csc(COc2ccccc2CNC2CCCCC2)c1 | -1 | -12 | 12 | -0.7 | 8 | 0.2 | -19 | 5 | 1
O=C(CSc1nc2ccccc2c(=O)n1-c1ccc(F)cc1F)Nc1ccc2c(c1)CCC2 | -8 | -1 | -16 | / | 4 | 0.1 | 3 | / | 3
Cc1ccccc1NC(=O)CSc1nnc(-c2ccccn2)o1 | -5 | 20 | -8 | / | 0 | 0.2 | / | / | -2
Nc1cc(N)nc(SCc2cc([N+](=O)[O-])cc3c2OCOC3)n1 | 18 | 0 | -17 | 0.4 | 3 | -0.5 | 10 | -17 | -4
CCCC(=O)N1c2ncnn2C2(CCCCC2)[C@@H]2CCCC[C@@H]21 | 1 | -10 | -3 | 0.4 | 5 | 0.2 | 3 | / | 0
O=C(NCc1ccncc1)C1CCCN1S(=O)(=O)c1ccc(Cl)cc1 (centres undefined) | 1 | 6 | 6 | 0.0 | 1 | 0.6 | 7 | -10 | 0
CCOC(=O)c1cccc(NC(=O)NCc2cccn2Cc2ccccc2)c1 | 6 | -32 | -18 | / | 14 | -0.5 | / | / | -6
CC1(C)CC(=O)C2=C(C1)OC(N)=C(C#N)C2C1C=CCCC1 (centres undefined) | 3 | -15 | 12 | -2.1 | 2 | 0.1 | 14 | -17 | -2
CCS(=O)(=O)c1ncc(N(Cc2ccc(F)cc2)Cc2ccco2)c(C(=O)Nc2cc(C)ccc2C)n1 | 1 | -12 | -4 | 0.5 | 5 | 0.5 | 20 | / | 0
COC(=O)c1ccccc1NC(=O)Nc1cnccn1 | 9 | 3 | 9 | 0.3 | 0 | 0.8 | 10 | -13 | -4

Next part (3 carried over from the part before).
SMILES | TRHR PAM | RXFP1 antagonist | D1 antag | D2 ag | D1 ag | TRHR ag | D2 potentiator | D2 antag | D1 potentiator
CC1(C)CC(=O)C2=C(C1)OC(N)=C(C#N)C2C1C=CCCC1 (centres undefined) | 3 | -15 | 12 | -2.1 | 2 | 0.1 | 14 | -17 | -2
CCS(=O)(=O)c1ncc(N(Cc2ccc(F)cc2)Cc2ccco2)c(C(=O)Nc2cc(C)ccc2C)n1 | 1 | -12 | -4 | 0.5 | 5 | 0.5 | 20 | / | 0
COC(=O)c1ccccc1NC(=O)Nc1cnccn1 | 9 | 3 | 9 | 0.3 | 0 | 0.8 | 10 | -13 | -4
CCCCCSc1nc2sc3c(c2c(=O)n1-c1ccccc1)CCN(C(C)=O)C3 | 16 | / | 25 | -0.6 | 16 | -2.2 | -4 | / | 2
Cc1cc(-c2nnc(-c3cccc(Cl)c3)o2)no1 | -7 | -17 | 6 | 0.8 | 0 | 0.8 | -7 | 13 | -8
Cc1ccc(S(=O)(=O)N2CCN(C(=O)CN3C(=O)NC4(CCCC4)C3=O)CC2)c(C)c1 | 8 | 15 | 14 | 0.3 | -1 | 0.0 | 6 | 7 | 1
CCS(=O)(=O)/N=C(\N)c1ccccc1 | 2 | -3 | 27 | -0.2 | 1 | -0.4 | -7 | -2 | -4
O=c1[nH]c(CSc2nc3ccccc3o2)nc2c1cnn2-c1ccccc1 | -3 | 8 | 1 | -0.5 | 3 | 1.3 | -6 | 3 | 0
COc1ccc(-c2ncc(CN3CCN(CCC(C)C)C(CCO)C3)cn2)cc1 (centres undefined) | 21 | -3 | -7 | 0.6 | 1 | 0.3 | 5 | -14 | 5
Cc1ccc(CNC(=O)CCSCc2ccccc2F)cc1 | -5&4 | -6&-4 | 2&7 | 0.1&0.4 | 6&-5 | 2.3&-0.5 | 7&-2 | -7 | -2&0
CC(=O)Nc1ccc(NC(=O)C2CC(=O)N(Cc3ccco3)C2)cc1 (centres undefined) | -7 | -5 | 3 | 0.6 | 13 | -0.2 | 4 | 6 | -5
Cc1ccc(C)c(N)c1 | 3 | / | / | 1.8 | 2 | 0.3 | -11 | -17 | 5
Cc1ccc(C)c(SCC(=O)Nc2oc(C)c3c(C)n[nH]c(=O)c23)c1 | -9 | -9 | 1 | -1.0 | 1 | 0.0 | -2 | 5 | -3
COCCCN(C(=S)Nc1ccc(C)cc1Cl)C(C)c1ccncc1 (centres undefined) | -7 | -8 | -16 | -0.7 | 4 | -1.1 | -7 | -6 | -2
COc1ccc(COC(=O)N/N=C(\C)CC(=O)Nc2ccc(Cl)cn2)cc1 | 0 | -13 | -1 | 0.3 | 1 | -0.1 | 15 | 8 | -4
CCOC(=O)c1c(C)[nH]c(C(=O)CSc2nnc(-c3ccncc3)n2CC)c1C | 2 | -14 | -13 | -0.7 | 4 | -0.4 | 23 | 18 | 1
CCC(C(=O)Nc1cccc(S(=O)(=O)N(C)c2ccccc2)c1)c1ccccc1 (centres undefined) | 1 | -15 | -25 | 1.1 | 15 | 1.0 | -4 | 13 | /
CC(/C=N\NC(=O)c1ccc2c(c1)OCO2)c1ccccc1 (centres undefined) | 1 | -8 | -16 | 0.8 | 1 | 0.3 | -8 | -17 | -3
O=S1(=O)c2ccccc2N(Cc2ccc(F)cc2)c2ccccc21 | 9 | -16 | 26 | 0.6 | 3 | -0.6 | 1 | / | -4
CCOC(=O)c1c(NC(=O)c2cc(=O)c3cc(Cl)ccc3o2)sc(C)c1C | -3 | 3 | 9 | 0.2 | 4 | 0.2 | -4 | / | 0
COc1cccc(CN2CC(C(=O)NC3(c4ccccc4)CC3)CCC2=O)c1 (centres undefined) | 1 | 9 | 11 | -1.2 | 3 | -0.5 | 1 | 5 | 0
Cn1c(=O)[nH]c(=O)c2c1nc(CN1CCN(c3cccc(Cl)c3)CC1)n2CCN1CCOCC1 | -7 | 4 | -5 | 0.4 | 0 | 0.0 | -1 | 11 | 0
Cc1ccc(C23CC4CC(CC(C(=O)NCC(=O)O)(C4)C2)C3)cc1 | 12 | 7 | 13 | -0.4 | 1 | 0.7 | 3 | 7 | -6
COc1ccccc1C(=O)C1CCCN(C(=O)CSc2ccccn2)C1 (centres undefined) | -3 | -13 | -2 | -0.4 | 1 | 1.2 | 1 | 4 | 4
Cc1cc([N+](=O)[O-])ccc1NC(=O)CCC(=O)N1CCCCC1 | -6 | -4 | -21 | / | 2 | -0.1 | / | / | -7
CCN1CCN(CC(=O)N/N=C/c2cc(Br)cs2)CC1 | -6 | 10 | 0 | -1.3 | -3 | -0.2 | 9 | -2 | -1
Cc1c(NC(=O)C(C)n2cc([N+](=O)[O-])cn2)c(=O)n(-c2ccccc2)n1C (centres undefined) | 18 | -13 | 3 | 1.0 | 1 | 0.6 | 0 | -12 | 0
Cc1noc(C)c1C(=O)NNc1cc(Cl)ccc1Cl | 7 | ? | 5 | -0.2 | 4 | -1.5 | -1 | 4 | 2
CC(=O)c1ccc(NC(=O)C(C)OC(=O)CCCN=C2NS(=O)(=O)c3ccccc32)cc1 (centres undefined) | 7 | 7 | 3 | -0.4 | 0 | 0.5 | 2 | 3 | 0
O=C(CCl)Nc1cccc(Oc2ccccc2)c1 | -3 | -21 | -29 | 2.3 | 4 | 0.0 | -4 | -2 | -2
COC(=O)c1ccc(COc2ccc(/C=C(\C#N)c3nc4ccccc4[nH]3)cc2OC)o1 | 7 | 0 | 9 | -0.9 | 0 | 0.5 | 13 | -28 | -5
O=C(COc1ccc2c3c(c(=O)oc2c1)CCCC3)N1CCN(c2ccc(F)cc2)CC1 | 1 | -39 | -3 | 0.5 | 0 | -0.2 | 13 | -2 | -1
O=C(NCCCN1CCOCC1)C(=O)N/N=C/c1cccc2ccccc12 | -4 | -9 | -6 | 0.0 | 2 | -0.8 | -10 | 1 | -3
CCCCC(=O)Nc1ccc(F)c(Cl)c1 | -2 | 7 | 10 | -1.5 | 7 | -1.7 | 7 | -9 | -10
c1ccc(Nc2cc(Nc3ccccc3)[nH]n2)cc1 | 7 | -10 | -19 | 0.5 | 1 | 0.1 | 19 | 1 | 4
COc1ccc(OC)c(CNc2ccc(F)c(Cl)c2)c1 | 3 | -4 | 5 | -0.9 | 1 | 2.5 | -3 | -5 | 3
N#CC(=C1CCCC1)c1nc(-c2ccccc2)cs1 | -3 | -17 | -11 | 0.6 | 5 | 0.6 | 13 | 2 | -4

Individual results from above:
O=c1[nH]c(CSc2nc3ccccc3o2)nc2c1cnn2-c1ccccc1 in RXFP1 antagonist: 8
Cc1ccccc1NC(=O)CSc1nnc(-c2ccccn2)o1 in TRHR ag: 0.2
Cc1ccc2nc(N3C(=O)C(O)=C(C(=O)c4ccc(C)o4)C3c3ccco3)sc2c1 (centres undefined) in D1 ag: 7

Screens: PubChem BioAssay, National Center for Advancing Translational Sciences (NCATS)
